Source: PubChem
ROMK primary: modulators of human ROMK potassium channel; P48048; Tet-inducible ROMK, thallium flux fluorescence; actives lie on both sides; B-score at 10 µM; 130,000 compounds, 2% hits; AID 1918;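 active = signal ratio slope over the read window, or its plate-corrected B-score, at least 3 SD from the plate mean, either direction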;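 also: B-score of the F/F0 ratio slope over 7 to 12 s after thallium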
Target sequence (P48048 whole entry, looked up): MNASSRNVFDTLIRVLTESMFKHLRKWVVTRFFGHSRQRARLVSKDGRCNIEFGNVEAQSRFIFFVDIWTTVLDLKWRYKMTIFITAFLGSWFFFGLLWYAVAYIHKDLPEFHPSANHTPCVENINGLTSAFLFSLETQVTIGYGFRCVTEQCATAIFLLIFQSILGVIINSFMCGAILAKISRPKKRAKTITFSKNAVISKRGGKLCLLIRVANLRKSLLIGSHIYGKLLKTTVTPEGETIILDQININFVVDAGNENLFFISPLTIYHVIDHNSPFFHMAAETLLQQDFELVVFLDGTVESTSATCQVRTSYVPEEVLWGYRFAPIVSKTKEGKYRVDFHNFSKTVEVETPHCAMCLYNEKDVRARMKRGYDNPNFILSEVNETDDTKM
PPARg SRC-1 ag: PPARgamma-driven SRC-1 recruitment agonism | PPARgamma-SRC-1 coactivator recruitment biochemical assay | activation, % at 8 µM | 200,000 compounds, 0.41% hits; in the data active = activation above about 19%;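 also: 0% = DMSO and 100% = reference agonist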
Target sequence (P37231 whole entry, looked up): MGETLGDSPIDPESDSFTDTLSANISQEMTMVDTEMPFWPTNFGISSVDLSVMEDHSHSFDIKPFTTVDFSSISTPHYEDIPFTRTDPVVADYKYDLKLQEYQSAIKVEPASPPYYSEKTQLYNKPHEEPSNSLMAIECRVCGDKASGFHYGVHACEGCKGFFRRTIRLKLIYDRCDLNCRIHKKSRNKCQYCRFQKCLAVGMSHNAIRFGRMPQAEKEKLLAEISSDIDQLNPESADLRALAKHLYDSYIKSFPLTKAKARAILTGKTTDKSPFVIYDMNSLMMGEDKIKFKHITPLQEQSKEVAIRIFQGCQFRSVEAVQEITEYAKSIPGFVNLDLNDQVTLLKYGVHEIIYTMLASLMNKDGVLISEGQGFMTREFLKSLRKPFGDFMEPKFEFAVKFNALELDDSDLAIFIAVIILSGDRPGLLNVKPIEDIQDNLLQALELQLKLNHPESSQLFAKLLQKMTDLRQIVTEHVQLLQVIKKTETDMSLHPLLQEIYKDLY
SRC2 TRFRET art: counter-screen for PPARgamma SRC-2 recruitment agonists: TR-FRET artefact | stronger effect = higher value | TR-FRET ratio at 8 µM | AID 1049 | 200,000 compounds, 0.4% hits; in the data active = TR-FRET ratio above about 2000; also: inactives centre near 1500; reference of the scale not given here
PPARg SRC2 recr: agonists of SRC-2 recruitment by human PPARgamma. P37231. activation, % at 8 µM. PPARgamma LBD-SRC-2 recruitment, biochemical. AID 1032. 200,000 compounds, 0.34% hits; in the data active = activation above about 22%;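 also: 0% = vehicle and 100% = reference agonist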
bIAP act: intestinal alkaline phosphatase (bovine) activation | purified bovine IAP, CDP-star luminescence, 30 min; stronger effect = higher value; fold of DMSO-control signal, blank-subtracted | activation factor at 20 µM | 200,000 compounds, 0.17% hits;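 active = activation factor of 2 or more at 20 µM, a signal rise over negative controls twice the positive control's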
TLR4 MyD88 comp: blocks binding of human TLR4 to MyD88. O00206+Q99836. HeLa CL3-4 TLR4/MyD88 BLA complementation, FRET ratio. inhibition, % at 8.4 µM. 200,000 compounds, 0.18% hits. AID 861; in the data active = inhibition above about 25%;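 also: 0% = vehicle and 100% = reference inhibitor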
S1P3 antag: antagonists of human S1P3 receptor; CHO S1P3 NFAT-BLA reporter, FRET fluorescence, antagonist mode; Q99500; AID 485; inhibition, % at 4.98 µM; 170,000 compounds, 0.27% hits;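 active = inhibition above the plate cutoff, the mean inhibition of test wells on that plate plus 3 SD, cut at about 28% in these data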;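 also: cells challenged with S1P at its EC80 of 0.8 µM; blue over green emission ratio from cleaved BLA substrate after 4 h stimulation; 0% = S1P-stimulated wells and 100% = unstimulated DMSO-only wells; some compounds past the cut are filed as inactive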
Redox H2O2 prof: compounds producing H2O2 with reducing agent – biochemical, NIH compound library profiling, artefact control for MLSCN library redox annotation, primary screen; DTT-dependent redox cycling H2O2, phenol red/HRP absorbance; 100% = 100 µM peroxide control, 0% = buffer; activation, % at 10 µM; 200,000 compounds, 0.03% hits;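 active = activation of at least 50% relative to the plate's high and low controls in the primary single-dose screen; inactive = activation below 50%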;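 also: compound incubated with DTT at 0.8 mM final as the reducing agent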
bIAP inhibitor: blocks bovine intestinal alkaline phosphatase activity; 190,000 tested, under 10 active; inhibition, % at 20 µM; purified bovine IAP, CDP-star luminescence, 30 min;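 active = over 50% inhibition of intestinal alkaline phosphatase at 20 µM in the single-dose screen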
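System: Purified bovine intestinal alkaline phosphatase (IAP) enzyme | Input: IAP diluted 1/65,000,000 in the well | Also added: CDP-star chemiluminescent phosphatase substrate, 30 µM final | Dosing: 20 µM single dose | Times: Enzyme reaction for 30 min at room temperature | Detection: Luminescence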
PPARg SRC-3 ag: agonists of human PPARgamma SRC-3 coactivator recruitment | P37231 | biochemical PPARgamma/SRC-3 coactivator recruitment assay | activation, % at 8 µM | 200,000 compounds, 0.26% hits; in the data active = activation above about 23%;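 also: 0% = DMSO and 100% = reference agonist; some compounds past the cut are filed as inactive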
Lmaj promast: Leishmania major promastigote growth inhibition; Leishmania major promastigotes, resazurin fluorescence viability; inhibition, % at 10 µM; 200,000 compounds, 9% hits; in the data active = inhibition above about 50%;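 also: promastigotes grown with compound for 44 hours at 28 °C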
* hit, by the source's call; x = not tested or not shown.

SMILES	ROMK primary	PPARg SRC-1 ag	SRC2 TRFRET art	PPARg SRC2 recr	bIAP act	TLR4 MyD88 comp	S1P3 antag	Redox H2O2 prof	bIAP inhibitor	PPARg SRC-3 ag	Lmaj promast
O=C1CN(c2nc3nonc3nc2N2CCCCC2)CCN1	x	-10	1438	-3	1	10	-2	-0.3	2	0	-8
S=c1[nH]nc(COc2ccc3ccccc3c2)o1	x	8	1459	-1	1.1	1	x	0.4	-10	3	-13
NS(=O)(=O)c1ccc(Cl)c(C(=O)Nc2ccccc2[N+](=O)[O-])c1	-0.0061	3	1456	-4	1	-6	-7	-0.6	-1	2	14
COc1ccc(CNC(=O)CSc2nc(C)cs2)cc1	-0.51	-6	1559	3	0.9	-9	-12	0.4	9	2	-5
CCN(CC)Cc1cc(CC(C(N)=O)C(N)=O)ccc1OC	x	15	1627	5	1	1	-31	0.6	3	-4	-4
Cc1nc2ccccc2cc1C(=O)NCc1ccco1	x	-1	1626	1	1	0	-34	2.4	-4	12	-2
Cc1ccc(OCCC(=O)Nc2ccc(C)c(F)c2)cc1	-0.0093	7	1722	4	1	2	-2	-0.4	-5	-3	-6
Cc1cc(OCc2nn[nH]n2)c2c(C)c(Cc3ccccc3)c(=O)oc2c1	x	4	1566	7	0.8	-12	-8	3.2	23	-8	-4
CN(CCOc1cccc(C(F)(F)F)c1)Cc1ccccc1	-0.00043	14	1714	3	0.9	-12	-3	-0.3	6	0	-3
CC(C)OCCCn1c(=S)[nH]c2ncccc2c1=O	x	4	1735	10	1.1	-4	-30	-1.1	-12	7	-6
CC(=O)c1ccc(NC(=O)CSc2nnc(-c3ccoc3C)n2Cc2ccccc2)cc1	x	6	1719	9	0.9	-16	-10	4.0	6	13	8
O=C(Cc1coc2ccc3ccccc3c12)N1CCCC1	x	1	1755	4	0.9	-8	14	-0.2	8	9	1
O=C(Nc1ccc2oc(=O)ccc2c1)c1ccccc1[N+](=O)[O-]	1.3	-2	1626	-2	0.9	-1	-12	-0.6	14	2	-1
CCOc1ccc(NC(=O)c2cccnc2SC)cc1	1.2	-2	1576	5	0.9	-1	0	-0.3	6	1	-5
O=C(COC(=O)CNC(=O)c1sc2ccccc2c1Cl)Nc1c(Cl)cc(Cl)cc1Cl	x	2	1536	5	1.1	-4	-4	-0.6	-14	-3	-5
Cc1nn2c(N)c(C#N)cnc2c1-c1ccccc1	0.15	7	1603	1	0.9	-6	x	0.7	5	9	4
O=[N+]([O-])c1ccc(N2CCN(S(=O)(=O)Cc3ccccc3)CC2)cc1N1CCOCC1	x	9	1546	9	0.9	-6	x	0.2	12	5	-1
O=C(CSc1nnnn1Cc1ccccc1)c1ccccc1F	-0.21	-7	1575	-1	0.8	1	-8	-0.3	15	1	-8
Cc1ccc(S(=O)(=O)N(C)CC(=O)Nc2nc3ccccc3s2)cc1	-2.5	-4	1526	2	1.1	-10	-22	-0.7	-12	-7	5
NC(=O)c1sc2nc3c(c(-c4cccnc4)c2c1N)CCC3	x	-1	1515	-8	0.9	5	x	1.7	9	-1	0

Some of these compounds in order of the ROMK primary value, largest number first.
smiles | ROMK primary | PPARg SRC-1 ag | PPARg SRC2 recr | bIAP act | TLR4 MyD88 comp | S1P3 antag | Redox H2O2 prof | bIAP inhibitor | PPARg SRC-3 ag
CCOc1ccc(NC(=O)c2cccnc2SC)cc1 | 1.2 | -2 | 5 | 0.9 | -1 | 0 | -0.3 | 6 | 1
Cc1nn2c(N)c(C#N)cnc2c1-c1ccccc1 | 0.15 | 7 | 1 | 0.9 | -6 | x | 0.7 | 5 | 9
Cc1ccc(S(=O)(=O)N(C)CC(=O)Nc2nc3ccccc3s2)cc1 | -2.5 | -4 | 2 | 1.1 | -10 | -22 | -0.7 | -12 | -7

Further compounds follow:
SMILES	ROMK primary	PPARg SRC-1 ag	SRC2 TRFRET art	PPARg SRC2 recr	bIAP act	TLR4 MyD88 comp	S1P3 antag	Redox H2O2 prof	bIAP inhibitor	PPARg SRC-3 ag	Lmaj promast
COc1ccc(-n2nnnc2SCC(=O)NCCc2ccc(OC)c(OC)c2)cc1	x	-11	1557	-3	0.8	2	4	1.5	23	-10	-1
CCC(c1nnnn1Cc1ccc(OC)cc1)N1CCN(c2ccc(OC)cc2)CC1 (stereo not drawn)	0.081	13	1453	4	1.1	1	2	-1.0	-12	1	24
Cc1ccc(C(=O)C2CCN(CC(=O)Nc3ccc(N(C)C)cc3)CC2)cc1	0.091	8	1636	5	1.1	5	-8	1.1	-6	25	7
Cc1ccccc1NC(=O)CSc1nc(N)c(C#N)c(-c2cccs2)c1C#N	0.009	-8	1541	1	0.8	7	16	-0.4	20	3	17
CCOCCCNC(=O)CN1C(=O)/C(=C\c2ccc(C)cc2)Sc2ccccc21	-1.7	2	1690	6	0.7	-9	4	0.1	31	1	33
CN(c1ccc(OCC(=O)Nc2ccc3[nH]c(=O)[nH]c3c2)cc1)S(=O)(=O)c1ccc(Cl)cc1	x	3	1465	0	1	4	x	0.9	-3	-2	-4
Cc1cc(C)cc(NC(=O)c2ccc(Cn3nc(C)c(Cl)c3C)o2)c1	-2.9	-7	1539	3	1.1	-1	x	0.9	-7	-9	16
CSc1nsc(/C=C/Nc2ccc(F)cc2)c1C#N	x	8	1726	10	1	-2	0	0.0	0	5	1
CCOC(=O)N1CCC(NC(=O)Cc2ccc(-n3c(=O)[nH]c4ccccc4c3=O)cc2)CC1	x	3	1634	6	x	-6	-16	1.3	x	6	-2
CC(=O)NS(=O)(=O)c1ccc(NC(=O)c2ccc(Cl)cc2[N+](=O)[O-])cc1	-0.76	11	1706	-1	1	-28	10	0.1	-1	-1	-9
CCOC(=O)C1(CCc2ccccc2)CCN(Cc2cccc3nccnc23)CC1	-0.4	0	1519	2	1.1	2	0	3.2	-6	4	20
COC(=O)c1cccc(NC(=O)CN(c2ccc3c(c2)OCO3)S(C)(=O)=O)c1C	x	1	1588	9	1.1	-4	2	1.4	-9	9	-1
Cc1[nH]c2ccccc2c1C(c1ccccn1)N1CCC(C)CC1 (stereo not drawn)	x	6	1535	0	1.1	-1	x	-2.1	-7	-14	34
Cc1nn(Cc2ccccc2Cl)c(Cl)c1/C=C/C(=O)OCC(=O)NC1CCS(=O)(=O)C1 (stereo not drawn)	-0.76	-2	1309	-4	1	-9	5	-0.2	2	0	-3
Cn1c(=O)oc2cc(S(=O)(=O)N3CCN(Cc4ccc5c(c4)OCO5)CC3)ccc21	-0.32	0	1463	-9	1	1	-9	0.1	-2	-13	76*
COc1cccc(OC)c1OCCCCc1c(C)n[nH]c1C	1.6	0	1444	-5	1.3	8	-5	0.0	-26	4	5
COc1ccc(N2C(=O)CCC(C(=O)NCCCN3CCC(C)CC3)C2c2ccc(OC)c(OC)c2)cc1 (stereo not drawn)	x	2	1420	-8	1.1	-1	-7	-1.4	-13	1	-4
COC(=O)C1=C(C)OC(N)=C(C#N)C1c1ccccc1F (stereo not drawn)	-0.34	4	1556	2	1	10	17	0.4	-1	5	-4
Cc1ccc2nc(-c3sc4nc(C)ccc4c3N)[nH]c2c1	x	10	1833	14	0.9	1	x	0.3	8	6	15
COc1cc(CCC(=O)OCC(=O)Nc2cccc(S(N)(=O)=O)c2)cc(OC)c1OC	1.6	3	1667	10	1	-24	3	-0.1	4	1	-6
O=C(CN1CCC(n2nnc3cc(F)ccc32)CC1)NNC(=O)c1ccccc1	x	0	1659	4	1.1	0	x	-3.6	-12	3	0
CC(C)(C)C1CCc2onc(C(=O)Nc3cccnc3)c2C1 (stereo not drawn)	x	-1	1461	5	0.9	-16	-9	0.0	8	-5	37
COC(=O)CCC(=O)Nc1sc2c(c1C#N)CCCC2	5.9*	8	1583	-3	1	2	-1	1.9	-2	5	-9
COc1ccc(/C=C/C(=O)OCC(=O)Nc2ccc(OC)c(S(=O)(=O)N3CCCCC3)c2)cc1	x	9	1532	13	0.9	-1	0	0.1	14	8	-8
O=C(O/N=C1\CCS(=O)(=O)c2sccc21)c1ccccc1	x	8	1655	2	1.1	-1	x	1.3	-5	1	-4
N#Cc1nc(-c2ccco2)oc1N1CCN(c2ccccc2)CC1	0.6	12	1651	-9	1	6	1	0.1	4	-2	-4
COc1nc2ccccc2nc1CCC(=O)O	-0.14	-1	1675	4	1.1	-11	-13	-0.5	-12	3	-3
Cc1sc(NC(=O)Cn2[nH]c(=O)c3ccccc3c2=O)nc1-c1ccccc1	-0.28	2	1693	9	0.9	5	-21	-0.2	9	6	8
O=C1Cn2c(nc3ccccc32)N1c1ccccc1F	x	-2	1604	3	1	0	12	1.4	2	-8	4
c1cc2ccc3ccc(-n4cnnn4)c4ccc(c1)c2c34	-0.64	2	1500	3	0.9	-16	x	0.5	8	-5	16
CCOC(=O)c1cccc(Nc2ncnc3ccc(C)cc23)c1	x	9	1505	5	0.8	3	x	0.8	18	-8	56*
N/C(=N\OC(=O)CCCOc1ccc(Cl)cc1Cl)c1ccncc1	0.43	-4	1438	1	0.9	9	4	0.0	6	5	-8
Cn1c(=O)c2c(-c3ccccc3)n(CCCN3CCOCC3)cc2n(C)c1=O	x	2	1451	-5	1	-4	0	2.6	2	11	-2
CCN(CC)S(=O)(=O)c1ccc(N2CCOCC2)c(NC(=O)c2cc(-c3ccccn3)nc3ccccc23)c1	0.53	6	1811	8	1.1	-7	8	-0.8	-8	1	21
COc1ccccc1OCCn1cc(C(=O)c2ccco2)c2ccccc21	x	4	1531	6	1	-12	-7	-3.9	2	0	34
CSC1=NCCN1C(=O)c1cccc(Br)c1	x	11	1588	5	1	-1	7	0.4	1	10	2
COc1ccc(CCN=C(NS(=O)(=O)c2ccccc2)c2ccccc2)cc1OC	-0.016	9	1697	-4	1	-8	0	-0.4	0	2	-6
NC(=S)N=Nc1c(O)n(Cc2ccc(Br)cc2)c2ccccc12	x	-12	1551	-2	0.4	-15	-10	1.0	x	-5	10
COc1ccc(-c2[nH]ncc2CN2CCSCC2)c(OC)c1	-0.04	6	1781	1	0.9	-8	-6	-0.7	10	-2	-4
Cc1ccc(C(=O)CS(C)(=O)=O)cc1	x	3	1593	0	0.8	0	-3	3.6	16	2	-5
COc1ccc(-c2nc(SC)n(C)c(=O)c2C#N)cc1OC	x	5	1561	-2	1	8	x	-2.3	-2	2	17
Cn1ncc([N+](=O)[O-])c1C(=O)Nc1nccs1	x	-6	1490	0	1.1	8	-6	0.1	-5	2	48
Cc1ccc(-c2cc3nc(C)cc(NCc4ccco4)n3n2)cc1	-0.16	-2	1476	-5	1.1	-6	15	-0.2	-13	-4	24
N#C/C(=C\c1cn[nH]c1-c1ccc(Cl)cc1)C(=O)NCc1ccccc1	0.29	-4	1523	3	1.4	9	x	0.1	-40	-4	15
CC(O)c1nc2ccccc2n1CCOc1ccccc1 (stereo not drawn)	-1.2	-1	1595	8	0.8	6	x	1.0	24	-12	6
O=C(OCCNc1nc(-c2ccccc2)nc2ccccc12)c1ccncc1	0.031	3	1551	11	1	6	-13	-2.1	-3	3	72*
Cc1cc(C)n(-c2ccc(C(=O)Nc3ccccc3N3CCOCC3)cc2)n1	x	-4	1445	8	1.1	6	4	-5.3	-8	9	-4
CC1CCN(CC(=O)Nc2sc3c(c2C#N)CCC3)CC1	x	0	1521	0	0.9	9	-6	-0.9	12	-2	7
